# Source: PubChem
# TPT1 inhibitor – C. albicans TPT1 enzyme inhibition; AID 1962; recombinant caTPT1, FP RNA substrate dephosphorylation; 300,000 compounds, 0.81% hits; inhibition, % at 5 µM;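 active means inhibition above the mean of all tested compounds plus 3 SD, set per screening campaign, cut at about 24% in these data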;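 further: plate controls were DMSO alone for no effect and ferristatin control at 100 nM for full effect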
# PP1 counter – PP1-alpha (human) inhibition in PP5 counter-screen | AID 2235 | inhibition, % at 6.7 µM | purified PP1alpha, OMFP fluorescence | 320,000 compounds, 0.9% hits | P62136;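 active means inhibition above the mean inhibition of all tested compounds plus 3 SD, computed separately for each screening campaign, cut at about 15% in these data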
# core dimer inh – blocks dimerization of HCV core protein; TR-FRET GST/Flag-core106 dimerization, 1536-well; inhibition, % at 5 µM; 300,000 compounds, 0.33% hits; AID 1899;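 active means inhibition above the mean of all tested compounds plus 3 SD, set per screening campaign, cut at about 45% in these data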
#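 System: GST/Flag-tagged HCV core106 proteins. Incubation: compound-protein-antibody incubation 4 h at 22.5 °C. Technique: HTRF with 340 nm excitation, 617/671 nm emission. Medium: KF-containing HEPES buffer, pH 7.45, DTT, CHAPS, BSA. Read-out: inhibition (%) from 671 over 617 nm ratio. Also added: Eu(K)-anti-GST 90 ng/mL plus XL665-anti-Flag 1 µg/mL.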
# PP5 inh – blocks human protein phosphatase 5 activity | purified PP5c, OMFP substrate fluorescence | 320,000 compounds, 0.18% hits | inhibition, % at 6.7 µM | P53041;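 active means inhibition above the campaign's mean inhibition across all tested compounds plus 3 SD, cut at about 9.5% in these data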;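 further: 0% = DMSO only and 100% = 100 µM cantharidin control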
# Fh CTSL1 inh – counter-screen for PFM18AAP inhibitors: inhibitors of F. hepatica cathepsin L1 | recombinant F. hepatica cathepsin L1, Z-Leu-Arg-MCA fluorescence | 300,000 compounds, 0.49% hits | inhibition, % at 5.96 µM | AID 1906;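 active means inhibition above the mean of all tested compounds plus 3 SD, set per screening campaign, cut at about 17% in these data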;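 further: 0% = plate median of test compound wells and 100% = 1 µM Z-Phe-Ala-diazomethylketone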
# Efflux pump inh – blocks antifungal efflux pumps in multiplex yeast assay; S. cerevisiae Candida pump triplex, Nile Red efflux; inhibition, % at 10 µM; AID 485275; 330,000 compounds, 0.44% hits;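 active means plate passing quality check with inhibition over a set limit, or well fluorescence over plate mean plus 4 SD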;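 further: Nile Red retained in pooled yeast measured as flow cytometry median fluorescence; 0% = buffer negative control and 100% = Enniatin B positive control; higher means more Nile Red kept so more efflux inhibition; some compounds called inactive have numbers as strong as hits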
# EBNA-1 inhibitor – blocks EBNA-1 binding to DNA. AID 1950. EBNA-1 DNA binding, fluorescence polarization. inhibition, % at 14.8 µM. 300,000 compounds, 0.34% hits; in the data active means inhibition above about 28%
# ZTA DNA inh – counter-screen for EBNA-1 inhibitors: inhibitors of Epstein-Barr virus ZTA; 320,000 compounds, 0.15% hits; P03206; inhibition, % at 11 µM; ZTA-DNA binding, fluorescence polarization; in the data active means inhibition above about 33%
# Target sequence (P03206 whole entry, looked up): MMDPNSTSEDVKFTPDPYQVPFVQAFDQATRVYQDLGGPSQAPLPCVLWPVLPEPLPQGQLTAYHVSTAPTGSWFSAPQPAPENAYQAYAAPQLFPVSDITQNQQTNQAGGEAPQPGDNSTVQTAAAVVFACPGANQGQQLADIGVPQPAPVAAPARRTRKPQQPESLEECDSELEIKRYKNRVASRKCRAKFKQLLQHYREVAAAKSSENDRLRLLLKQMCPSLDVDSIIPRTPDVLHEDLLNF
# PREPL inhibitor – inhibits the human prolyl oligopeptidase-like enzyme; Q4J6C6; recombinant PREPL, fluorescence polarization activity-based probe; AID 2751; inhibition, % at 5.96 µM; 320,000 compounds, 0.68% hits; in the data active means inhibition above about 43%;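 further: 0% = enzyme with DMSO and 100% = wells lacking enzyme; many of its hits are not listed in these tables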
# Target sequence (Q4J6C6 whole entry, looked up): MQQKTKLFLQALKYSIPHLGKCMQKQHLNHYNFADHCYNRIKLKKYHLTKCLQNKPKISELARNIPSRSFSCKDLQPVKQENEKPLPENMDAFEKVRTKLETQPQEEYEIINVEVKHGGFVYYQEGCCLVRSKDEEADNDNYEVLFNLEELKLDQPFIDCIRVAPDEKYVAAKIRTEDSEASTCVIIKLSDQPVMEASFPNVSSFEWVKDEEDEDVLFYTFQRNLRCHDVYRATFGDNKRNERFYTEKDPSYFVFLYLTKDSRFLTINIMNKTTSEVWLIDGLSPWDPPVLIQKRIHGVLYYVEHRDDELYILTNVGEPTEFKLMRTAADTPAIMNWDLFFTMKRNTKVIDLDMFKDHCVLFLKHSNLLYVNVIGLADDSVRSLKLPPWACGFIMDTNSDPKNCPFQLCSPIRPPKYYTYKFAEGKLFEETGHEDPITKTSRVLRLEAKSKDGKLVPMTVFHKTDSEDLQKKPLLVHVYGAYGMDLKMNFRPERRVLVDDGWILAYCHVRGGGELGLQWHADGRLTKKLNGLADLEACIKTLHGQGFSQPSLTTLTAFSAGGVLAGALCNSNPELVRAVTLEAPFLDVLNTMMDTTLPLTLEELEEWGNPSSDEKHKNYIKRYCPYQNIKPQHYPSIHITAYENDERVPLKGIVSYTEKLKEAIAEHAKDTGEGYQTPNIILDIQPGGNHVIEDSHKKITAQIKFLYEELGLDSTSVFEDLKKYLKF
# * = called active by the depositor; . = no result given.
SMILES,TPT1 inhibitor,PP1 counter,core dimer inh,PP5 inh,Fh CTSL1 inh,Efflux pump inh,EBNA-1 inhibitor,ZTA DNA inh,PREPL inhibitor
Cc1ccc(NC(=S)Nc2cccc3cnccc23)cc1C,2,1,-2,1.9,-3,0.4,1,-1,35
O=C(COC(=O)c1ccc[nH]c1=O)NC1CCCCCCC1,-2,-5,-1,-0.4,-4,0.0,-1,-8,-2
CSC[C@H](NC(=O)COc1cc2c(c3oc(=O)cc(C)c13)CCC(C)(C)O2)C(=O)O,-4,-2,-4,1.0,-2,-0.2,3,1,2
CNC[C@H](CC1CCCCC1)NC[C@H](CO)NCCc1cccc(C(F)(F)F)c1,-2,-2,-4,-0.8,6,0.0,5,27,36
Cc1cnc(NC(=O)Nc2ccc(OCc3ccccc3)cc2)c(Br)c1,3,-2,3,-0.1,-1,0.1,9,6,6
CC(O)CNc1nc2c(c(=O)n(Cc3ccc(Cl)cc3)c(=O)n2C)n1C (centres undefined),-3,1,-8,2.9,3,-0.1,2,-7,13
O=S(=O)(Nc1ccc(Cl)cc1)c1cccc2nsnc12,-3,3,-3,0.7,5,0.0,-11,-16,-5
COc1ccc(CNS(=O)(=O)c2c(C)[nH]c(C)c2C(=O)N2CCCC2)cc1,2,-3,1,-2.8,3,-0.3,8,3,-1
Cc1ccc(S(=O)(=O)N2CCCCC2)cc1C(=O)NC1CC(C)(C)NC(C)(C)C1,1,-2,1,-0.9,1,0.3,5,6,3
COc1cccc(Oc2ccc(S(=O)(=O)N3CCCC3)cc2[N+](=O)[O-])c1,6,-1,3,3.0,1,0.4,-22,1,4
Cc1cccnc1NC(=S)NCCc1ccccc1,-2,1,0,1.2,-2,0.0,10,18,0
O=S(=O)(Nc1nc2ccccc2nc1N1CCc2ccccc2C1)c1ccc(Br)cc1,0,5,8,3.1,0,0.2,5,21,8
COc1cc(/C=C(\C#N)c2ccccn2)ccc1OCc1ccc(Cl)cc1,1,0,-3,4.3,-3,6.7*,-3,17,42
CNC(=O)c1cccc(NC(=O)c2ccccc2OCc2ccccc2)c1,0,-1,-9,3.1,1,-0.2,-8,-7,-5
CCOc1ccc(NC(=O)Cc2ccc(NC3=NC4CS(=O)(=O)CC4S3)cc2)cc1 (centres undefined),2,-4,-1,-1.3,2,-0.1,3,12,7
COc1ccc(C(=O)NNC(=O)C23CC4CC(CC(C4)C2)C3)c(OC)c1,-2,1,6,-0.5,4,0.0,9,6,5
O=C(Nc1ccc(Cl)cc1Cl)N1CCN(c2ncccn2)CC1,1,-3,-1,0.8,-6,-0.2,-1,-14,4
Cc1ccccc1Nc1c(-c2ccccc2)nc2ncccn12,-1,-4,4,-1.8,0,0.1,1,23,-15
Cc1ccccc1N(CC(=O)NCCSCc1ccco1)S(C)(=O)=O,2,2,5,0.3,6,-0.1,10,2,12
O=C(Cc1ccccc1[N+](=O)[O-])N1CCc2ccccc2C1,-6,-7,0,1.8,0,-0.2,2,-5,9
CC1CCCCC1N1CN=C(Nc2nc3ccccc3s2)NC1 (centres undefined),-1,0,-1,1.7,1,-0.2,7,0,5
CC1=C(C(=O)Nc2ccccc2C)C2(CCCC2)C(C(N)=O)C(=O)N1 (centres undefined),-1,26*,-7,-2.7,-2,-0.1,19,14,1
CCN1CCN(C(c2cccs2)C(C)NS(=O)(=O)c2ccc(F)cc2)CC1 (centres undefined),-5,-2,1,0.3,0,-0.1,7,15,-17
O=C(c1ccc([N+](=O)[O-])cc1)N(Cc1ccc(Cl)cc1Cl)N1C(=O)CCCC1=O,0,-2,2,2.2,3,-3.4,1,4,6
CC(C)P(=O)(c1cccc(C(=O)O)c1)C(C)C,1,-2,-2,0.1,-3,0.1,-5,5,-2
# Continuation.
SMILES,TPT1 inhibitor,PP1 counter,core dimer inh,PP5 inh,Fh CTSL1 inh,Efflux pump inh,EBNA-1 inhibitor,ZTA DNA inh,PREPL inhibitor
CCOc1cc(C(=O)N2CCN(C/C=C/c3ccccc3)CC2)cc(OCC)c1OCC,0,-2,5,2.8,3,0.1,-7,-4,30
COc1ccccc1NS(=O)(=O)c1ccc2c(c1)N(C(C)=O)CC(C)S2 (centres undefined),-3,-2,0,1.1,0,0.1,-2,-11,2
CCOC(=O)N1CCN(C(=O)CSc2ccc(C(=O)OC)cc2[N+](=O)[O-])CC1,-4,4,-1,0.8,0,-0.1,-4,-13,4
Cc1ccc2[nH]cc(S(=O)(=O)c3ccc(C)c(C)c3)c(=O)c2c1,-1,-2,6,-3.8,-2,0.0,-2,5,-13
CCCN1CCN(CCCNC(=O)C2CCCN(c3nnc(-n4cccc4)s3)C2)CC1 (centres undefined),2,5,1,0.8,2,0.0,-8,-4,-22
CCOC(=O)COc1c(Cl)cc(/C=C2\N=C(C)OC2=O)cc1OC,1,-2,1,-0.9,-1,-0.1,-9,-2,-6
Cc1cc[n+]2n1CC(O)C2 (centres undefined),-3,-6,-1,-1.3,0,-0.1,2,-9,-3
Nc1ccc2oc(-c3ccccc3Cl)cc(=O)c2c1O,0,4,-2,4.1,0,0.0,8,-9,23
CCCCn1nc(C(=O)N2CCc3ccccc32)c2ccccc2c1=O,2,-1,5,2.1,-2,-0.2,3,-10,17
CCOc1ccc2nc(NC(=O)Cc3cccs3)sc2c1,1,1,15,4.2,0,0.0,-9,-7,13
O=C(Cc1c[nH]c2ccccc12)OCC(=O)c1ccccc1,0,0,4,-0.1,0,0.0,0,13,-7
CCCCCCC(C)NC(=S)Nc1cc(S(=O)(=O)N(C)C)ccc1C (centres undefined),6,7,1,5.4,2,0.0,1,-1,0
Cc1ccsc1C1C(C(=O)O)c2ccccc2C(=O)N1C (centres undefined),-6,-1,-7,1.8,1,-0.1,12,3,2
CCC(=O)NCCCCNC(=O)CC,-4,-4,-4,-1.1,3,-0.1,4,0,5
CCn1c(COc2ccccc2C)nnc1SCC(=O)Nc1cc(C)on1,0,5,-2,3.3,-1,0.5,50*,0,-6
CCCNC(=O)CSc1nc(-c2cccs2)cc(C(F)(F)F)n1,5,-6,-6,3.6,7,-0.3,-4,0,10
COc1ccc(/C=C(\NC(=O)c2ccc(C)cc2)C(=O)NCCCn2ccnc2)cc1OC,3,-3,-1,-0.5,8,-0.1,7,-8,1
O=C(COc1ccc(Cl)cc1)N(Cc1ccccc1)c1nc(-c2ccccc2)cs1,1,0,-3,3.1,0,0.1,7,-1,-1
CN(Cc1cccc(Cl)c1)C(=O)C1CCC(=O)N(C2CC2)C1 (centres undefined),-5,-3,1,2.3,0,0.1,2,-5,0
COc1ccc(-c2noc(CCC(=O)NCCN(C)Cc3ccccc3)n2)cc1,-3,-2,-2,1.6,0,-0.1,2,-13,-22
CCOc1ccccc1C(=O)Nc1ccccc1C(N)=O,0,-1,-6,1.2,-5,0.0,-8,-20,2
O=C1CCC(O)CCN1CCSc1ccccc1 (centres undefined),-3,-1,8,-0.7,1,0.0,-5,1,-10
Nc1c(N(CCC2=CCCCC2)C(=O)Cc2ccccc2F)c(=O)[nH]c(=O)n1Cc1ccccc1,.,1,.,1.0,.,-0.2,.,-14,7
CN(C(=O)C1CCOC1)c1nnc(-c2ccccn2)s1 (centres undefined),-2,-3,-5,0.3,-3,0.0,-6,13,-2
Cc1ccc(-c2noc(CCC(=O)NCCN3CCc4ccccc4C3)n2)cc1,2,-1,-2,3.1,-1,-0.1,1,-4,17
# (further entries)
SMILES,TPT1 inhibitor,PP1 counter,core dimer inh,PP5 inh,Fh CTSL1 inh,Efflux pump inh,EBNA-1 inhibitor,ZTA DNA inh,PREPL inhibitor
COc1ccc(N(CC(=O)NC2CCCC2)C(=O)Cn2nnc(-c3ccc(OC)c(OC)c3)n2)c(OC)c1,-1,-2,9,1.4,-3,0.2,12,-4,1
COc1ccc(-c2nn(-c3ccccc3)cc2/C=C2/SC(=S)N(CCC(=O)O)C2=O)c(C)c1,0,8,20,3.2,4,0.2,20,22,4
O=C(c1ccco1)N1CCc2[nH]nc(-c3ccc(Cl)cc3)c2C1,-1,-2,-1,3.8,1,0.0,2,-3,-7
CCOC(=O)c1cc(-c2ccccc2)sc1NC(=O)CCN1C(=O)c2ccccc2C1=O,2,-2,2,-0.3,0,0.1,-1,-21,5
FC(F)(F)c1ccc(-c2csc(-c3ccno3)n2)cc1,0,-1,3,0.1,1,0.1,6,5,-25
CC(NC(=O)Nc1ccc2c(c1)OCO2)C1CCCO1 (centres undefined),-1,1,-1,3.1,1,0.1,-12,-7,-2
O=C(NCCS(=O)(=O)N1CCN(c2ccccc2)CC1)c1cccc(F)c1,-1,0,-4,0.6,1,-0.1,-3,-14,10
CCN(Cc1ccccc1)C(=O)c1ccc(CS(=O)c2ccccc2C)o1 (centres undefined),-1,1,-11,0.2,-1,-0.1,-2,-7,11
CCCn1nnnc1NCc1cccc(OC)c1OCC,1,-3,0,-0.9,-3,0.2,-6,-9,12
N/C(=N/OC(=O)c1ccccc1F)c1nonc1N,-1,2,-8,1.4,-6,0.1,-6,4,7
O=C(O)c1cnn(-c2nc(-c3ccc(Br)cc3)cs2)c1C(F)(F)F,0,1,21,0.1,5,-0.2,12,11,2
COC(=O)c1cc(C(=O)OC)n(Cc2ccc(Br)cc2)n1,0,2,-1,0.7,-1,0.1,8,1,-3
CC(=O)NCCc1ccc(C(=O)Cn2cnc3ccccc3c2=O)cc1,-3,0,6,3.0,1,0.3,-16,-16,-1
O=C(c1ccc(COc2ccccc2Br)o1)N1N=C(C(F)F)CC1(O)C(F)F (centres undefined),0,3,10,3.9,1,-0.9,12,4,7
Cc1cn([C@H](C(=O)NCCCCCCCCCCC(=O)N2CCNCC2)[C@@H](C)O)nn1,-4,-4,3,0.5,-1,0.1,11,-2,-1
O=C(COc1ccccc1)Nc1ccccc1N1CCN(c2ccc(F)cc2)CC1,3,-5,-2,0.5,-1,-0.6,5,-2,3
COc1ccccc1N=c1sc2ccccc2n1C,2,-2,3,0.6,-1,0.1,11,6,-1
CCO/C(=C/c1sc2ccc(OC)cc2[n+]1CCCS(=O)(=O)[O-])CC,6,1,0,2.2,2,-0.1,-11,-21,-1
CC1CC(C)CN(C(=O)CN2C(=O)NC3(CCCCCCC3)C2=O)C1 (centres undefined),.,-5,.,1.6,.,0.3,.,12,11
CCOC(=O)c1ccccc1NC(=O)COc1ccccc1,-2,-1,0,1.6,1,0.1,-1,-9,-1
COc1ccc(S(=O)(=O)N2CCCCCC2)cc1C(=O)OCC(=O)NC(N)=O,4,0,8,2.7,0,0.0,-10,3,-6
COc1cccc(/C=N/NC(=O)CCn2cnc3ccccc32)c1,-2,-3,-2,-1.7,4,0.0,-6,-1,-12
Cc1ccc(N2CC(C(=O)N3CCC(C(=O)Nc4nnc(C(C)C)s4)CC3)CC2=O)cc1 (centres undefined),1,0,-6,0.8,0,0.1,-2,0,19
CC(C)(C)OC(=O)NCCCCCc1nnc(SCc2c(F)cccc2Cl)o1,-1,6,0,4.9,10,-0.1,-7,-15,4

# An excerpt, so the mix of outcomes need not match the whole.
